High-throughput results (PubChem BioAssay)
BRCA1 expr up: activators of BRCA1 expression | MCF7-BRCA1-FFLuc reporter, luminescence, 48 h; response scale: scaled: vehicle 0%, 10 µM genistein 100% | Potency, µM (highest dose often 46.1 µM), inactives show top-dose activation, actives largely listed as activators | 380,000 compounds, 1.1% hits | AID 624202; active = well fitted activation curve with a large enough effect; inconclusive = small, poorly fitted or top-dose-only effect; inactive = no such curve, though single readings can be large or run the other way; note: nearly all actives have a fitted effect of over 80% in size; some results filed as inactive show a strong effect at the top dose
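Activators of BRCA1 expression were detected as increased firefly luciferase luminescence in engineered MCF7 cells after 48 h compound incubation. Signals were scaled to genistein 10 microM as full activation.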
* = called active by the depositor; ? = inconclusive. Potency is the fitted concentration of half-maximal effect. Not all compounds are listed (hit frequency here may not be typical).

nr	BRCA1 expr up	SMILES
1	4%	C[C@H]1CN([C@@H](C)CO)C(=O)CCCn2nncc2CO[C@H]1CN(C)C(=O)Cc1ccccc1
2	1%	COc1ccc(CCNC(=O)CN(c2ccccc2)S(=O)(=O)c2ccccc2)cc1
3	-46%	CC(C)(C)c1ccc(S(=O)(=O)Nc2ccc(C(O)(C(F)(F)F)C(F)(F)F)cc2)cc1
4	-22%	CC(C)(C)c1ccc(CC(=O)N2CCC2(C)C(=O)NS(=O)(=O)c2ccc(Cl)cc2)cc1 (centres undefined)
5	-4%	CC1(c2ccc(Cl)cc2Cl)NC(=O)N(CC(=O)NCCC2=CCCCC2)C1=O (centres undefined)
6	23%	CC(=O)Nc1ccc2nc(NC(=O)CS(=O)(=O)c3ccc(F)cc3)sc2c1
7	30%	COc1ccccc1-c1cnc(C(O)c2cccc(F)c2)[nH]1 (centres undefined)
8	8%	CCN(CC)CCNc1ccc(CO)c2oc3cc(Cl)ccc3c(=O)c12
9	-4%	CCc1nc2c(OCc3ccccc3)cccn2c1N(C)C(=O)c1ccc(OC)cc1
10	43%	Nc1ccc(CCCC(=O)NCc2cccnc2)cc1
11	3%	CCc1nc2c(OCc3ccc(C(=O)OC)cc3)cccn2c1N(C)C(=O)C(C)C
12	-16%	COc1ccc(CN2C[C@@H](CO)O[C@@H](n3cnc4c(NCc5cc(OC)c(OC)c(OC)c5)ncnc43)C2)cc1
13	-6%	CC(O)(c1ccc(F)c(F)c1)c1nc(-c2cc(F)cc(F)c2)cs1 (centres undefined)
14	14%	OC(c1ccc(F)cc1)c1ncc(-c2cccc3ccccc23)[nH]1 (centres undefined)
15	-15%	COc1ccc(S(=O)(=O)Nc2ccc3c(c2)[C@H]2C[C@H](CC(=O)NCC4CC4)O[C@@H](CO)[C@H]2O3)cc1
16	12%	O=S1(=O)CC(N2CCCC2)CN1CCc1ccccc1 (centres undefined)
17	-10%	CO[C@H]1O[C@@H]2O[C@@]3(C)CC[C@@H]4[C@@H](C)CC[C@@H]([C@H]1C)[C@@]24OO3
18	17%	COc1cc(-c2cc(C(=O)O)c3cc4ccccc4cc3n2)cc(OC)c1OC
19	52%	CCN(CC)c1ccc2cc(C(=O)c3cccs3)c(=O)oc2c1
20	0%	O=C(Nc1ccc(F)c(Cl)c1)C1Cc2c(-c3cccc(F)c3)ccnc2O1 (centres undefined)
21	-6%	Cc1ccc([C@@H]2C[C@H]3[C@@H](CN2S(=O)(=O)c2ccc(Cl)cc2)C(=O)C[C@@H](c2cccc(Cl)c2)N3S(=O)(=O)c2ccc(C)cc2)cc1
22	?	O=C(Nc1cccc(OC(F)(F)F)c1)c1ccc(-c2cccnc2)c2ccoc12
23	68%	Nc1nc2ccc(Br)cc2s1
24	?	O=C(c1cc(COc2c(F)cccc2F)on1)N1CC[C@@H]2CCCC[C@H]2C1
25	14%	Nc1nnc2cc(Br)ccc2n1
26	23%	Cc1ccc(NC(=S)NNC(=S)NNc2ccccc2)cc1C
27	0%	CCCCn1nnnc1C(c1ccccc1)N1CCN(C(=O)c2ccco2)CC1 (centres undefined)
28	4%	C[C@H](CO)N1C[C@H](C)[C@@H](CN(C)S(=O)(=O)c2ccc3c(c2)OCCCO3)OCc2cnnn2CCCC1=O
29	-22%	CN(Cc1cnn(-c2ccccc2)c1)C(=O)c1ccc(S(=O)(=O)NCc2ccco2)cc1
30	-27%	Cc1ccc(S(=O)(=O)N2CCCCC2)cc1NC(=O)C1COc2ccccc2O1 (centres undefined)

(listing goes on)
nr	BRCA1 expr up	SMILES
31	6%	CCOc1ccc(/C=C/c2cc[n+](C)c3ccccc23)cc1OCC
32	?	CN(C)c1ccc(-c2csc(C(O)c3ccccc3)n2)cc1 (centres undefined)
33	-5%	O=S(=O)(c1cccs1)N1CCCCC1
34	0%	Cc1cc(NC(=O)CSCC(=O)OCC(=O)c2ccc(Br)cc2)no1
35	3%	S=c1[nH]nc(-c2ccccc2)n1-c1ccccc1
36	-6%	CC(=O)N(c1ccccc1)c1ccccc1[N+](=O)[O-]
37	-2%	O=C(NCc1ccccc1)/C(=C\c1ccc(F)cc1)NC(=O)c1ccco1
38	17%	CCOC(=O)[C@]12CCCC=C1N(Cc1ccc3c(c1)OCO3)C(=O)[C@H](CC(=O)NCCCN1CCCC1=O)C2
39	20%	CCc1nc2ccc(C(=O)Nc3cccc(OCC(=O)N(C)C)c3)cn2c1N(CC)CCN(C)C
40	?	C=CCSc1nnc(NC(=O)c2ccc3c(c2)OCCO3)s1
41	51%	COc1cccc(-c2cnc(C(O)c3ccc(CN4CCCC4)cc3)[nH]2)c1 (centres undefined)
42	8%	CNC[C@@H]1Oc2cc(Br)ccc2S(=O)(=O)N([C@@H](C)CO)C[C@@H]1C
43	4.5µM*	CCN(CC)c1ccc(/C=C2\C=Cc3ccccc32)cc1
44	14%	COc1ccc(Cn2cc(CN(C)C3CN(Cc4cn(Cc5ccc(OC)cc5)nn4)S(=O)(=O)C3)nn2)cc1 (centres undefined)
45	-10%	COC(=O)C[C@H]1C[C@H]2c3cc(NC(=O)Nc4ccc(C(F)(F)F)cc4)ccc3O[C@H]2[C@@H](CO)O1
46	90%	COc1ccc(Cc2nc3ccc(C(=O)NCCc4ncccc4C)cc3o2)cc1OC
47	4%	O=C(NCCN1CCC(n2c(=O)[nH]c3ccccc32)CC1)c1cccc2c1-c1ccccc1C2=O
48	-38%	O=C(NC(c1ccc(F)cc1)c1ccc2ccccc2n1)C1CCN(CCOc2ccc(Cl)cc2)CC1 (centres undefined)
49	-18%	COc1ccc(NC(=O)CCCOc2ccc(C(C)=O)cc2)cc1S(=O)(=O)N1CCCCC1
50	-29%	COc1ccc(-c2nc3c(C)cc(Br)cn3c2CC2CCCCC2)cc1OC
51	1%	COc1cccc(N2CCN(C(=O)C3CCN(C(=O)Nc4ccccc4)CC3)CC2)c1
52	8%	CCc1nc2ccc(C(=O)N3CCN(C(C)=O)CC3)cn2c1N(C=O)Cc1ccc(OC)cc1
53	-14%	Nc1[nH]c(C(=O)c2ccc(Br)cc2)c(-c2ccc(Br)cc2)c1C(=O)NCCc1c[nH]c2ccccc12
54	7.9µM*	O=C(NC1CC1)c1ccc(-c2cnc3cccnn23)cc1
55	?	COc1ccc(NC(=O)c2cc3ccccc3oc2=O)cc1
56	0%	CC(C)CNC(=O)C1(C)CCCN1Cc1ccc(S(C)(=O)=O)cc1 (centres undefined)
57	-2%	CC(=O)NNc1nc(-c2ccccc2)c2cc(Cl)ccc2n1
58	0%	CCCCNc1c(-c2cccnc2)nc2nc(C)cc(C)n12
59	21%	C[C@@H]1O[C@H](C2CCCC2)CC2=C1C(=O)OC(C)(C)O2
60	-13%	O=C1Nc2cc(C(=O)NCCCN3CCCC3)ccc2S/C1=C/c1cccc(Cl)c1

Reprinted at random: 2 compounds from above, in no set order.
nr	BRCA1 expr up	SMILES
53	-14%	Nc1[nH]c(C(=O)c2ccc(Br)cc2)c(-c2ccc(Br)cc2)c1C(=O)NCCc1c[nH]c2ccccc12
52	8%	CCc1nc2ccc(C(=O)N3CCN(C(C)=O)CC3)cn2c1N(C=O)Cc1ccc(OC)cc1

Some of the entries so far, as tab-separated lines:
no.	Structure	BRCA1 expr up
31	CCOc1ccc(/C=C/c2cc[n+](C)c3ccccc23)cc1OCC	6%
32	CN(C)c1ccc(-c2csc(C(O)c3ccccc3)n2)cc1 (centres undefined)	?
33	O=S(=O)(c1cccs1)N1CCCCC1	-5%
34	Cc1cc(NC(=O)CSCC(=O)OCC(=O)c2ccc(Br)cc2)no1	0%
35	S=c1[nH]nc(-c2ccccc2)n1-c1ccccc1	3%
36	CC(=O)N(c1ccccc1)c1ccccc1[N+](=O)[O-]	-6%
37	O=C(NCc1ccccc1)/C(=C\c1ccc(F)cc1)NC(=O)c1ccco1	-2%
38	CCOC(=O)[C@]12CCCC=C1N(Cc1ccc3c(c1)OCO3)C(=O)[C@H](CC(=O)NCCCN1CCCC1=O)C2	17%
39	CCc1nc2ccc(C(=O)Nc3cccc(OCC(=O)N(C)C)c3)cn2c1N(CC)CCN(C)C	20%
40	C=CCSc1nnc(NC(=O)c2ccc3c(c2)OCCO3)s1	?
41	COc1cccc(-c2cnc(C(O)c3ccc(CN4CCCC4)cc3)[nH]2)c1 (centres undefined)	51%
42	CNC[C@@H]1Oc2cc(Br)ccc2S(=O)(=O)N([C@@H](C)CO)C[C@@H]1C	8%
43	CCN(CC)c1ccc(/C=C2\C=Cc3ccccc32)cc1	4.5µM*
44	COc1ccc(Cn2cc(CN(C)C3CN(Cc4cn(Cc5ccc(OC)cc5)nn4)S(=O)(=O)C3)nn2)cc1 (centres undefined)	14%
45	COC(=O)C[C@H]1C[C@H]2c3cc(NC(=O)Nc4ccc(C(F)(F)F)cc4)ccc3O[C@H]2[C@@H](CO)O1	-10%
46	COc1ccc(Cc2nc3ccc(C(=O)NCCc4ncccc4C)cc3o2)cc1OC	90%
47	O=C(NCCN1CCC(n2c(=O)[nH]c3ccccc32)CC1)c1cccc2c1-c1ccccc1C2=O	4%
48	O=C(NC(c1ccc(F)cc1)c1ccc2ccccc2n1)C1CCN(CCOc2ccc(Cl)cc2)CC1 (centres undefined)	-38%
49	COc1ccc(NC(=O)CCCOc2ccc(C(C)=O)cc2)cc1S(=O)(=O)N1CCCCC1	-18%
50	COc1ccc(-c2nc3c(C)cc(Br)cn3c2CC2CCCCC2)cc1OC	-29%
51	COc1cccc(N2CCN(C(=O)C3CCN(C(=O)Nc4ccccc4)CC3)CC2)c1	1%

Following part.
nr	BRCA1 expr up	SMILES
61	1%	CCC[C@H]1CN(c2ccccc2)C(=O)[C@@H]1CC(=O)NC
62	-9%	CC1C(=O)N(Cc2cn(Cc3ccco3)nn2)CCS(=O)(=O)N1Cc1ccc(-c2ccncc2)cc1 (centres undefined)
63	-8%	C[C@H]1COC[C@@H](C/C=C/c2ccccc2)N1c1ccccc1
64	-5%	Cc1ccc(C)c(N2C(=O)c3ccc(C(=O)Nc4ccccn4)cc3C2=O)c1
65	-4%	Cc1ccc(S(=O)(=O)N2C[C@H]3C(=O)C[C@@H](c4ccccc4)N(S(=O)(=O)c4ccc(C)cc4)[C@H]3C[C@H]2c2cccc(Cl)c2)cc1
66	2%	Cc1nccn1-c1ccc(NC(=O)[C@H]2O[C@@H](n3ccc(=O)[nH]c3=O)[C@H](O)[C@@H]2O)cc1
67	34%	COc1cc2ccc(C=O)cc2cc1OC
68	-47%	COC(=O)C1(C)CCCC2(C)C3CCC(C(C)C)C(CO)C3C(CO)CC12 (centres undefined)
69	20%	CCC(=O)N1CCC(C)(C(=O)Nc2nccc3ccccc23)C1 (centres undefined)
70	-71%	CCN(CC)c1ccc(/C=C/c2ccc3ccccc3n2)cc1
71	2%	COc1cccc(C(=O)NNS(=O)(=O)c2ccccc2)c1
72	-2%	C[C@H](CO)N1C[C@H](C)[C@@H](CN(C)C(=O)C2CCCCC2)OCc2cn(nn2)CCCC1=O
73	-28%	COc1ccc(OC)c(NC(=O)C2(C)CCN2CCc2ccccc2)c1 (centres undefined)
74	-3%	COc1ccc(C(=O)N2CCCC(C)(C(=O)NS(=O)(=O)C3CC3)C2)cc1 (centres undefined)
75	7%	CCN(CC)c1cc2c(c3c1ccn3C)C1CCC2O1 (centres undefined)
76	5%	Cc1ccc(-c2nnc(SC(C)C(=O)NCc3ccco3)n2C)cc1 (centres undefined)
77	?	O=C(COC(=O)c1cccc(-n2cnnn2)c1)c1ccc(F)c(F)c1
78	-39%	CCc1nc2c(OCc3cccc(Cl)c3)cccn2c1N(C)C(=O)C(C)C
79	6%	O=C(C=Cc1ccc2c(c1)OCO2)C=Cc1ccc2c(c1)OCO2
80	6%	CC(C)Oc1ccc2ccccc2c1CNC[C@H]1O[C@@H](n2ccc(N)nc2=O)[C@H](O)[C@@H]1O
81	25%	Cc1ccc(S(=O)(=O)NC(=O)C2(C)CCN2C(=O)Cc2ccc(Cl)cc2Cl)nc1 (centres undefined)
82	15%	Cc1ccccc1-c1cnc(C(O)c2ccc(C(C)(C)C)cc2)[nH]1 (centres undefined)
83	2%	COc1ccc(C(=O)NC2=NCCS2)cc1S(=O)(=O)N1CCOCC1
84	16%	Cc1cn([C@H]2C[C@H](O)[C@@H](CCC(=O)NCc3cccc4ccccc34)O2)c(=O)[nH]c1=O
85	0%	OC(c1ccc(-c2ccccc2)cc1)c1ncc(-c2ccc(F)cc2)[nH]1 (centres undefined)
86	0%	Cc1ccc(NC(=O)c2cc3c([nH]c2=O)CC(C)(C)CC3=O)cc1
87	-12%	CCOC(=O)C1(C)CCCCN1C(=O)c1ccoc1 (centres undefined)
88	12%	Cc1ccc(S(=O)(=O)N(C)C[C@@H]2Oc3ncc(Br)cc3C(=O)N([C@H](C)CO)C[C@H]2C)cc1
89	-12%	COc1ccc(S(=O)(=O)N2CCC(C(=O)NCCC(=O)Nc3ccccc3OC)CC2)cc1
90	-10%	Cc1ccc(C(=O)CCC(=O)N2CCN(C/C=C/c3ccccc3)CC2)cc1
91	2%	CN(CCO)c1cccc2c1S(=O)(=O)N[C@@H](Cc1ccccc1)CO2
92	1%	C[C@@H]1COc2cc(N3CCC[C@H]3CO)ccc2S(=O)(=O)N1
